Screens as filed in PubChem BioAssay.
GalR3 antagonist: antagonists of human GalR3; O60755; HEK293 GalR3-CNG cAMP membrane potential fluorescence; galR3 body fused to GalR1 C-terminus; inhibition, % at 3 µM; hit rate 0.44% among 360,000;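 active means inhibition above the screen-wide average plus 3 SD, cut at about 13% in these data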;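 further: forskolin and galanin both at EC90 stimulate the cells; cAMP rise reported by CNG channel membrane potential dye signal; 0% = forskolin plus galanin with DMSO and 100% = forskolin alone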
Target sequence (O60755 1-299 limits assumed): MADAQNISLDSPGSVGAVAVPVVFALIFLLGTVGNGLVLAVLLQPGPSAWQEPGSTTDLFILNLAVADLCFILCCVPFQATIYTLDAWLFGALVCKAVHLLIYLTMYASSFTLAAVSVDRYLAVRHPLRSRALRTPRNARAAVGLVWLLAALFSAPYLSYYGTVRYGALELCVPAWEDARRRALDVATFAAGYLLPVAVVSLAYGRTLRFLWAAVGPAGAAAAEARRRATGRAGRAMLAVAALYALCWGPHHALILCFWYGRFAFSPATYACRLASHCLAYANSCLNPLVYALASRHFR
* = called active by the depositor.

GalR3 antagonist,canonical_smiles
-8,O=C(NCc1nnnn1-c1ccc(F)cc1)C(=O)c1c[nH]c2ccccc12
-5,O=C1NC[C@H](CCCCN2C[C@H](Cc3ccc(O)cc3)N(CCc3ccc(O)cc3)C(=O)C2=O)N(CCc2ccc(O)cc2)C1=O
2,O=C1NC[C@H](Cc2ccc(O)cc2)N(C[C@@H]2CCCN2C[C@H](Cc2ccccc2)N2C[C@H](Cc3ccccc3)N(CC3CCCCC3)C(=O)C2=O)C1=O
-6,O=C(O)c1cccc(-c2csc(C(O)(c3ccccc3)C(F)(F)F)n2)c1 (stereo not drawn)
0,CC(Nc1ccc(Br)cc1)C(=O)Nc1cccc(S(=O)(=O)N2CCOCC2)c1 (stereo not drawn)
-7,CC1=C(C(=O)N(C(C)C)C(C)C)CC(CC(=O)NCc2cccs2)C(=O)N1Cc1ccc(C(C)(C)C)cc1 (stereo not drawn)
-5,Cc1ccc([C@H]2C[C@@H](n3cc(COC(=O)c4ccccc4)nn3)[C@H](O)CN2CC2CCCCC2)cc1
-6,CCCS(=O)(=O)NC(=O)C1(C)CCCN(C(=O)c2ccco2)C1 (stereo not drawn)
-6,CCCCCCCCN1C(=O)[C@@H](CC(=O)NCc2ccccc2)C[C@@]2(C(=O)OC)C1=C[C@H](C(C)(C)C)O[C@@H]2C
-6,COc1cccc(CNC(=S)Nc2ccc3c(c2)c(=O)n(C)n3Cc2ccccc2)c1
-6,COCC1CCN(C(=O)c2ccc3nc(Cc4cccc(Cl)c4)oc3c2)CC1
-8,COc1cccc(-c2ccc(NC(=O)C3CCCN(Cc4ccccn4)C3)cc2)c1 (stereo not drawn)

Part of the list above, reformatted:
Compound	GalR3 antagonist
O=C1NC[C@H](CCCCN2C[C@H](Cc3ccc(O)cc3)N(CCc3ccc(O)cc3)C(=O)C2=O)N(CCc2ccc(O)cc2)C1=O	-5
O=C1NC[C@H](Cc2ccc(O)cc2)N(C[C@@H]2CCCN2C[C@H](Cc2ccccc2)N2C[C@H](Cc3ccccc3)N(CC3CCCCC3)C(=O)C2=O)C1=O	2
O=C(O)c1cccc(-c2csc(C(O)(c3ccccc3)C(F)(F)F)n2)c1 (stereo not drawn)	-6
CC(Nc1ccc(Br)cc1)C(=O)Nc1cccc(S(=O)(=O)N2CCOCC2)c1 (stereo not drawn)	0
CC1=C(C(=O)N(C(C)C)C(C)C)CC(CC(=O)NCc2cccs2)C(=O)N1Cc1ccc(C(C)(C)C)cc1 (stereo not drawn)	-7
Cc1ccc([C@H]2C[C@@H](n3cc(COC(=O)c4ccccc4)nn3)[C@H](O)CN2CC2CCCCC2)cc1	-5
CCCS(=O)(=O)NC(=O)C1(C)CCCN(C(=O)c2ccco2)C1 (stereo not drawn)	-6

Going on with the list.
GalR3 antagonist,canonical_smiles
-7,COc1ccccc1-c1ccc([C@@H]2C[C@H]3[C@H](CON3C)CN2C(=O)c2ccco2)cc1
-3,O=C1NC(=O)C(=Cc2ccccc2)N1
-6,Nc1sccc1C(=O)NC1CC1
-8,C[C@H]1CN([C@@H](C)CO)C(=O)CCCn2nncc2CO[C@@H]1CN(C)Cc1cccc(C(=O)O)c1
1,O=C(c1[nH]c(C(F)(F)F)nc1-c1ccccc1)N1CCN(C(=O)C2CCCO2)CC1 (stereo not drawn)
5,Cn1c(=O)c2[nH]c(SCCN3CCOCC3)nc2n(C)c1=S
-7,Cc1ccccc1-c1csc(C(O)c2cccnc2)n1 (stereo not drawn)
-8,COc1ccc2c(c1)[C@@]1(OCCC=C[C@H]1C)C(=O)N2Cc1ccc(F)cc1
-8,COCCCNC(=O)/C=C/[C@H]1O[C@@H](n2cnc3c(NC(=O)c4ccccc4)ncnc32)[C@H](O)[C@@H]1O
-4,COc1ccc(N(CC(=O)NC2CCS(=O)(=O)C2)S(=O)(=O)c2ccc(Cl)c(Cl)c2)cc1 (stereo not drawn)
-5,CCCS(=O)(=O)NC(=O)C1(C)CCCN(C(=O)c2c(C)noc2C)C1 (stereo not drawn)
-2,CCOC(=O)C1=C(C(=O)OCC)C2N(Cc3ccc(C(F)(F)F)cc3)c3ccccc3[C@@]23C[C@@H](C(=O)OC)N(S(=O)(=O)c2cccs2)C3=N1 (stereo partly drawn)
-5,COc1ccccc1NS(=O)(=O)c1ccc(C(=O)NCCCN2CCOCC2)cc1
3,O=C(Nc1cccc(C(F)(F)F)c1)c1csc([C@@H]2C[C@H](O)[C@@H](CO)O2)n1
-4,OCC[C@@H]1C[C@H](O)[C@@H](O)[C@]2(OCc3cc(Cl)ccc32)O1
-5,S=c1[nH]c2nc(Cl)c(Cl)nc2[nH]1
-7,c1ccc(-c2cc3nc(NCC4CC4)nc(NCC4CCCCC4)c3s2)cc1
-4,CCC/C=C/c1ccc(CN2C(CC(C)C)C(=O)N(Cc3cn(CC4CCCCC4)nn3)CCS2(=O)=O)cc1 (stereo not drawn)
-10,O=C1C2CCCCN2C(=O)N1CCCN1CCN(c2cccc(C(F)(F)F)c2)CC1 (stereo not drawn)
-1,COCCNC(=O)C1CCCN(C(=O)Cc2ccc(F)cc2)CC1 (stereo not drawn)
-6,COc1ccc(Cc2c(-c3ccc(F)cc3)nc3ccc(C)cn23)c(C)c1
-5,Cc1cc(C(=O)NNC(=O)Cc2ccc(Cl)c(Cl)c2)c(C)o1
2,COCCCn1c(C)cc(C(=O)COC(=O)C23CC4CC(CC(O)(C4)C2)C3)c1C
-2,C[C@@H]1CN([C@@H](C)CO)C(=O)CCCn2nncc2CO[C@@H]1CN(C)S(=O)(=O)c1ccccc1F
-6,CCN1CCN(c2ccc(S(=O)(=O)N3CCOCC3)cc2NC(=O)C2CCC(C(C)(C)C)CC2)CC1 (stereo not drawn)
-3,O=Cc1ccc(/C=C2\c3ccccc3C(=O)N2c2ccccc2)o1
-4,Nc1ncnc2c1ncn2C1CCCC(CO)O1 (stereo not drawn)
-6,O=C(C(=O)N1CCC(Cc2ccccc2)CC1)c1cccc(Br)c1
1,N#Cc1ccccc1S(=O)(=O)N1CCN(Cc2cc3c(cc2Br)OCCO3)CC1
-6,COc1cc(-n2c(C)cc(O)cc2=O)ccc1Cl
-6,COc1cccc(-c2cnc(C(O)c3ccc(Cl)c(Cl)c3)[nH]2)c1 (stereo not drawn)
-5,O=C(Cn1ccc(=O)[nH]c1=O)c1ccc([N+](=O)[O-])o1
-6,CC(=O)c1ccc(N2CCN(C(=O)c3ccccc3SCC(=O)NCc3ccco3)CC2)c(F)c1
-4,CCCC(=O)N1CCCC1(C)C(=O)Nc1ccc(-n2cccc2)cc1 (stereo not drawn)
-5,COc1cc(NC(=O)Nc2nc(C(N)CCc3ccccc3)cs2)cc(OC)c1OC (stereo not drawn)
-7,Cc1cc(C)c2cc(C#N)c(NCCNC(=O)c3cccnc3)nc2c1

3 entries from above in a different format.
SMILES: CCN1CCN(c2ccc(S(=O)(=O)N3CCOCC3)cc2NC(=O)C2CCC(C(C)(C)C)CC2)CC1 (stereo not drawn)
  GalR3 antagonist: -6

SMILES: CCCC(=O)N1CCCC1(C)C(=O)Nc1ccc(-n2cccc2)cc1 (stereo not drawn)
  GalR3 antagonist: -4

SMILES: COc1cc(NC(=O)Nc2nc(C(N)CCc3ccccc3)cs2)cc(OC)c1OC (stereo not drawn)
  GalR3 antagonist: -5

Continued.
GalR3 antagonist,canonical_smiles
-1,Cc1c(C(=O)NCc2cccc(Cl)c2)sc(=O)n1Cc1ccc(C(=O)N(C)C)cc1
-1,Cc1cccc(C)c1-n1nnnc1SCC(=O)N1CCNC1=O
-3,CNc1cc(-c2cccc(OC)c2F)nc2ccnn12
-3,COc1ccccc1CNC(=O)COC(=O)Cn1cnc2c1c(=O)n(C)c(=O)n2C
-2,O=C(CNC(=O)OCc1ccccc1)NC1(C(=O)O)CCCC1
-6,OC(c1ccc(Cl)cc1)c1ncc(-c2ccc(Oc3ccccc3)cc2)[nH]1 (stereo not drawn)
-2,CC(=O)Nc1ccc(Nc2nc3ccccc3nc2NS(=O)(=O)c2ccc(Cl)c([N+](=O)[O-])c2)cc1
-5,O=C(c1ccc(S(=O)(=O)Nc2ccccc2F)cc1)N1CCCC1
-4,O=C(O)C(=O)Nc1ncn[nH]1
6,COc1ccc(CCn2c(=N)c(C(=O)NCc3ccco3)cc3c(=O)n4ccccc4nc32)cc1OC
-7,Cc1ccccc1S(=O)(=O)N1C[C@H]2CON(C)[C@H]2C[C@H]1c1cccc(N2CCOCC2)c1
-4,C#CCOCCOCCOCCNc1nc(N2CCOCC2)nc(N2CCN(C(=O)Cn3cc(CCCCN)nn3)CC2)n1
-5,CCN(CC)C(=O)C1=C(C)N(Cc2ccccc2)C(=O)C(CC(=O)NCc2cccs2)C1 (stereo not drawn)
-7,COC(=O)[C@@]1(Cc2ccccc2)[C@H]2C(=O)N(Cc3ccccc3)C(=O)[C@H]2[C@H]2CN=C(SC)N21
-6,COc1ccc2c(c1)c[n+](C)c1c3cc(OC)c(OC)cc3ccc21
-11,COc1ccccc1S(=O)(=O)N(C)C[C@H]1Oc2cc(Br)ccc2S(=O)(=O)N([C@@H](C)CO)C[C@H]1C
-8,Cc1ccc(NC(=O)C2(C)CCN2C(=O)C2(c3ccc(Cl)cc3)CC2)cc1 (stereo not drawn)
-6,COc1ccc(OC)c(CN2C(=O)CSCC2(C)C(=O)NC(C)C)c1 (stereo not drawn)
-5,O=C(Nc1ccc2c(c1)OCCO2)C1c2ccccc2OCC(=O)N1C1CC1 (stereo not drawn)
-4,CCCCCC(=O)N1C[C@H](O)[C@@H](n2cc(-c3ccc(F)cc3)nn2)C[C@@H]1c1ccc(OC)cc1
-4,CC[C@]12c3[nH]c4cc(-c5ccco5)ccc4c3CCN1C(=O)[C@@H](CC(=O)NCCCOC)C[C@@H]2C(=O)N1CCN(C(=O)c2ccco2)CC1
-6,Cc1cccc(-c2ccc3c(c2)C2CC3CCN2C)c1 (stereo not drawn)
-7,CCN(Cc1ccccc1)S(=O)(=O)c1ccccc1Br
-3,COc1ccccc1N(C)S(=O)(=O)c1ccc(C(=O)Nc2ccc(C)cc2C)cc1
-9,CC1=C(C(=O)N(C(C)C)C(C)C)CC(CC(=O)NC2CCCCC2)C(=O)N1Cc1ccc(C(C)(C)C)cc1 (stereo not drawn)
-5,O=C(Nc1ccccc1)C(CCCCN1C(=O)c2ccccc2C1=O)N1C(=O)c2ccccc2C1=O (stereo not drawn)
-2,COc1ccc(Cl)cc1NC(=O)CN(C)C(=O)c1cc2c(s1)CCCC2
2,O=C(NNC(=S)Nc1ccc(C(=O)O)c(O)c1)c1ccncc1
-6,CC(=Cc1ccccc1)C=C1SC(=S)N(CCCC(=O)Nc2ccc(C(=O)O)cc2)C1=O
-4,CN(C)c1ccc(C=C2C=CC=C2)cc1
-3,CN1OC[C@@H]2CN(C(=O)Nc3ccccc3)[C@H](c3ccc(N4CCCCC4)cc3)C[C@@H]21
-4,COc1ccc(NC(=O)c2cc(-c3ccc(F)cc3OC)n[nH]2)c(C)c1
-10,CCc1nc2ccc(C(=O)NCc3ccc4c(c3)OCO4)cn2c1N(CC)Cc1cccc(Br)c1
-3,Nc1ccc2c(c1)Cc1cc(Cl)c(Cl)cc1-2
-1,O=C(O)c1ccsc1Cc1cccs1
-6,C[C@H]1CN([C@@H](C)CO)C(=O)c2cc(C#CC3CCCC3)cnc2O[C@H]1CN(C)C(=O)Cc1ccccn1
-6,CON(C)S(=O)(=O)c1cccc(C(=O)Nc2cccc(S(=O)(=O)NC3=NCCCCC3)c2)c1
-2,O=C(CSc1n[nH]c(=O)n1CCc1ccccc1)NC1CCCC1
-7,c1csc(CNc2ccn3nc(-c4ccc(OCCN5CCOCC5)cc4)cc3n2)c1
-3,Cc1cc(C)c(S(=O)(=O)N(C)CC(=O)N2CCCC2)c(C)c1
-4,Cc1ccc(S(=O)(=O)N2C[C@@H]3[C@H]4CC[C@H](C4)[C@@H]3[C@@H](C)[C@H]2C#N)cc1
-1,C=CCN1C(C(=O)OCC)CSCCS1(=O)=O (stereo not drawn)
-4,CC(C)Nc1ncnc2[nH]ncc12
-6,Cc1cn([C@H]2C[C@H](O)[C@@H](/C=C/C(=O)NCc3ccc4c(c3)OCO4)O2)c(=O)[nH]c1=O
-4,C=C1c2cccc(OC)c2O[C@H](C(=O)OCC)[C@@H]1CC(CC)CCCC (stereo partly drawn)
-4,CC(C)C[C@H]1COc2cc(Br)ccc2S(=O)(=O)N1
-5,C[C@@H]1CN([C@H](C)CO)C(=O)CCCn2cc(nn2)CO[C@H]1CN(C)C(=O)Nc1ccc(-c2cccs2)cc1
-5,COc1ccc(C2C(=O)NN=C2C)cc1 (stereo not drawn)

Four of the compounds above, with tabs:
SMILES	GalR3 antagonist
Cc1cn([C@H]2C[C@H](O)[C@@H](/C=C/C(=O)NCc3ccc4c(c3)OCO4)O2)c(=O)[nH]c1=O	-6
C=C1c2cccc(OC)c2O[C@H](C(=O)OCC)[C@@H]1CC(CC)CCCC (stereo partly drawn)	-4
CC(C)C[C@H]1COc2cc(Br)ccc2S(=O)(=O)N1	-4
C[C@@H]1CN([C@H](C)CO)C(=O)CCCn2cc(nn2)CO[C@H]1CN(C)C(=O)Nc1ccc(-c2cccs2)cc1	-5

Continuation:
GalR3 antagonist,canonical_smiles
-2,COc1ccc(Br)c(C(=O)OCC(=O)Nc2cc(C)on2)c1
-6,CCOC(=O)C(Cc1ccc(O)c([N+](=O)[O-])c1)N1C(=O)c2ccccc2C1=O (stereo not drawn)
-8,COc1ccc2c(c1)[C@@H](NC(=O)c1ccncc1)[C@H](C)[C@H]2c1ccccc1
0,NCC1OC(n2cnc3c(N)ncnc32)CC1O (stereo not drawn)
-6,COc1ccc(CN(C)C(=O)[C@H]2O[C@@H](n3ccc(=O)[nH]c3=O)[C@H](O)[C@@H]2O)cc1OC
-11,COc1cc2c(cc1OC)CN(C1CCCN(Cc3cccc(C(C)=O)c3)C1)CC2 (stereo not drawn)
-7,Cc1cccc(C)c1NC(=O)C(c1ccc(C#N)cc1)n1c(=O)c(-c2cc3ccccc3[nH]2)nc2ccccc21 (stereo not drawn)
-6,COc1ccc(Oc2c(OC)cc([N+](=O)[O-])c3ncccc23)cc1
-3,COc1ccc2c(CN(C)Cc3ccccc3)cc(=O)oc2c1
-8,COC(=O)c1cc2c(c3c4ccccc4n(S(C)(=O)=O)c13)C(=O)N(Cc1ccccc1)C2
1,O=C(Nc1ccc(F)c(Cl)c1)c1ccc2sc([C@H]3C[C@H](O)[C@@H](CO)O3)nc2c1

Some of the compounds tested; the hit share may differ from the screen's.
